Source: PubChem BioAssay
Phagocyt inh – inhibitors of macrophage phagocytosis; J774A.1 macrophage IgG-bead phagocytosis, imaging; inhibition, % at 5 µM; 110,000 compounds, 0.07% hits; AID 1029;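 active means inhibition above the mean of the plate negative controls plus 5 SD, cut at about 13% in these data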;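 further: phagocytic index as fraction of beads internalized from green versus red external bead signal; plate controls were DMSO negative control for no effect and cytochalasin-D positive control for full effect; some results beyond the cut were filed as inactive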
GALR2 blocker – blocks the human galanin receptor 2. inhibition, % at 4 µM. 140,000 compounds, 0.39% hits. O43603. GALR2-expressing cells, antagonist mode; in the data active means inhibition above about 27%;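 further: cells stimulated with galanin 1-16 at roughly its EC80; 0% = agonist challenge control and 100% = basal control without agonist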
Target sequence (O43603 whole entry, looked up): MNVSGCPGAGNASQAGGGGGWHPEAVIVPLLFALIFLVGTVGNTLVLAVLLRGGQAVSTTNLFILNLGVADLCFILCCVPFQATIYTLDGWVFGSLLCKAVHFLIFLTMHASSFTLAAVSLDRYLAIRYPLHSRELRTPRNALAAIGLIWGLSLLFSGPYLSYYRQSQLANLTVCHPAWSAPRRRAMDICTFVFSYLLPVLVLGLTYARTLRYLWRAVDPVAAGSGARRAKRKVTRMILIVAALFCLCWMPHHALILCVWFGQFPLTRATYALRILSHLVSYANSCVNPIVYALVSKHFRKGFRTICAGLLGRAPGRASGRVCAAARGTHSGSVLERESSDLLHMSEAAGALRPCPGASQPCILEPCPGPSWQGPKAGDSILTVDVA
HCT116 bCat-KO – beta-catenin-lacking colon tumor cell growth suppression | HCT116 beta-catenin knockout viability, CellTiter-Glo, 60 h; stronger effect = lower value | viability, % at 10 µM | 140,000 compounds, 1.5% hits;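 active means viability at or under a set limit, the compound median less 4 SD, cut at about 6% in these data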;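 further: 0% = Hyamine 1622 control at 20 µM and 100% = untreated cell control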
Measles CPE – protection of cells from measles virus; Measles virus-infected cells, CPE protection, absorbance; protection (pct of control), % at 4 µM; 140,000 compounds, 1.5% hits; in the data active means protection mostly above about 24%, no sharp cut-off; inactive means mostly below about 26%; further: some compounds called inactive have numbers as strong as hits
PTEN del growth – suppresses growth of cells with PTEN deletion | AID 827 | HCT116 PTEN-null viability, CellTiter-Glo, 60 h; stronger effect = lower value | viability, % at 10 µM | 140,000 compounds, 1.2% hits;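 active means viability at or below a set limit, 4 SD under the median of all tested compounds, cut at about 3.7% in these data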;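 further: PTEN knockout HCT116 line with beta catenin targeted HCT116 as companion control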
E-sel TNF inh – blocks E-selectin expression induced by TNF alpha; HUVEC TNFa-induced E-selectin immunofluorescence, high content; inhibition, % at 2 µM; 120,000 compounds, 0.71% hits;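 active means inhibition above the batch mean plus 3 SD, and confirmed as a hit on visual image review, cut at about 43% in these data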;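 further: 0% = TNF-stimulated DMSO wells and 100% = unstimulated control wells; not every result past the cut was called active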
MRP-1 activ – activates MRP-1 | H69AR cells + doxorubicin, viability rescue, CellTiter-Glo | viability increase, % at 10 µM | 140,000 compounds, 0.61% hits | AID 799;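 active means viability gain under doxorubicin at or above a set limit, the compound median plus 3 SD, cut at about 4.7% in these data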;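 further: MRP-1 overexpressing cells given doxorubicin 25 µM after compound pretreatment; 18-22 h compound pretreatment then 72 h with doxorubicin before readout; 0% = doxorubicin-only wells and 100% = vehicle-treated cells without doxorubicin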
NPY-Y2 antag – blocks the human neuropeptide Y Y2 receptor | P49146 | NPY-Y2 expressing cells, antagonist mode | inhibition, % at 2.7 µM | 140,000 compounds, 0.99% hits | AID 793; in the data active means inhibition above about 17%;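 further: 0% = vehicle with agonist challenge and 100% = reference antagonist with challenge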
Target sequence (P49146 whole entry, looked up): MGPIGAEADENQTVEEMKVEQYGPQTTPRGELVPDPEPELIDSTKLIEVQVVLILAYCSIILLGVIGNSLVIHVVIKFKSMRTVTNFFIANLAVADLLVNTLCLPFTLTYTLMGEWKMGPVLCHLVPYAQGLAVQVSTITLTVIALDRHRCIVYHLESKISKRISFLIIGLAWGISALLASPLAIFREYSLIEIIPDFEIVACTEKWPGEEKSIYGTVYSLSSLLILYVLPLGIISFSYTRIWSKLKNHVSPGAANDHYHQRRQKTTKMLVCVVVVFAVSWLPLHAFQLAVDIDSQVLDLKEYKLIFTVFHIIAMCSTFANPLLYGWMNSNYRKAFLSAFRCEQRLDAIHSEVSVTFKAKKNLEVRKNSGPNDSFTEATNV
Yeast growth inh – yeast BB579 growth reduction in restrictive medium. S. cerevisiae BB579 growth, OD615, 48 h. inhibition, % at 10 µM. 140,000 compounds, 0.51% hits;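 active means inhibition above a set limit, 3 SD over the mean compound inhibition, cut at about 44% in these data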; further: inactives centre near -24
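Material: Saccharomyces cerevisiae DeaD strain BB579, replicative lifespan model yeast; buffer or medium: CSMM-D restrictive synthetic medium containing dextrose (glucose); compound: 10 µM single dose, DMSO 0.25%; timing: 48 h compound exposure at 30 °C after 4 h preincubation; signal: turbidity as optical density at 615 nm; benchmarks: positive control amphotericin B 10 µg/mL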
Yeast lifespan up – extends the lifespan of yeast | S. cerevisiae growth with nicotinamide, OD615; deaD strain in restrictive glucose medium | inhibition of the nicotinamide effect, % at 10 µM | 130,000 compounds, 0.68% hits;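 active means inhibition above a set limit, placed 3 SD over the median of all compounds, cut at about 26% in these data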;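 further: 0% = nicotinamide-treated wells and 100% = cells grown without nicotinamide; some compounds called inactive have numbers as strong as hits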
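Measured by: optical density (absorbance) at 615 nm; System: modified budding yeast, DeaD strain; Medium: restrictive CSMM-D dextrose medium; Timing: 4 h preincubation then 48 h treatment at 30 °C.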
* marks the source's active call; other numbers are inactive results; . = not tested or not shown; + = active, no number; [ ] = dose if it differs, or a comment. Compounds as they come. Share with any hit: about 6.3%.

Values run as follows: Phagocyt inh	GALR2 blocker	HCT116 bCat-KO	Measles CPE	PTEN del growth	E-sel TNF inh	MRP-1 activ	NPY-Y2 antag	Yeast growth inh	Yeast lifespan up
O=C(c1cc(-c2cccs2)on1)N1CCN(c2ccc(F)cc2)CC1
  .	2	82	5	90	-5	-0.7	9	-29	-17
COc1ccccc1NC(=O)c1sc2ncn(Cc3cccc(C)c3)c(=O)c2c1C
  -1	-6	92	17	96	19	-0.7	0	-16	-2
COCCn1c(SCC(=O)Nc2nc3ccccc3s2)nnc1-c1ccoc1C
  .	6	97	4	92	-14	-3.5	2	-40	.
NS(=O)(=O)c1cccc(NC(=S)NC(=O)C23CC4CC(CC(C4)C2)C3)c1
  -11	-1	88	44*	87	.	0.9	1	-39	-2
Cc1nc(N2CCCC2C(=O)O)c2oc3ccccc3c2n1 (stereo not given)
  -1	0	96	14	90	.	-3.1	0	-22	-10
Cc1cccc2c(CCNC(=O)c3ccc([N+](=O)[O-])cc3)c[nH]c12
  -4	-5	86	13	92	-13	-0.4	1	-25	-5
CC(=O)NCc1cn2c(C)csc2n1
  .	1	95	10	95	.	-1.9	4	-31	-3
CCC1CCc2c(n(C)c3ccccc3c2=O)O1 (stereo not given)
  0	-18	92	15	88	.	-1.7	4	-15	0
CC(=O)Oc1ccc2c(C)cc(=O)[nH]c2c1
  0	8	82	4	87	.	-1.8	-2	-21	1
CCOc1ccccc1Nc1nc(-c2sc(NC(=O)c3cccc(Cl)c3)nc2C)cs1
  -1	-11	5.1*	5	6	-37	-6.5	3	-24	-16
Cc1ccccc1OCC(=O)NCCN1CCCC1
  0	13	88	3	96	3	-2.4	1	-45	-6
Cc1ccc(S(=O)(=O)CCc2nnc(N)s2)cc1
  .	-7	96	7	106	23	-3.5	1	-1	-18
Cc1ccc(N=C2NC(=O)/C(=C/C=C/c3ccco3)S2)cc1C
  -9	-2	99	4	104	17	-2.4	3	-12	-1
CCN(CCNS(=O)(=O)c1ccc2[nH]c(=O)sc2c1)c1ccccc1
  0	7	92	9	97	.	-3.4	5	-18	0
O=C(CSc1nc2ccccc2o1)NCCOc1ccccc1
  0	3	94	9	99	11	-2.0	7	-24	-4
CCN(/C=N/c1sc2c(c1C#N)CC(C)(C)NC2(C)C)CC
  -2	4	90	5	106	.	-0.9	4	-78	5
COc1cc(OC)cc(C(=O)NC2CCN(CC(=O)Nc3cccc4ccccc34)CC2)c1
  .	5	98	13	88	-51	-4.8	-3	-14	.
CCC(/C=C1\Sc2ccc(OC)cc2N1CCO)=C\c1sc2ccc(OC)cc2[n+]1CCO
  +[fluoresces]	6	2.5*	7	0.9*	.	-4.2	16	-32	7
CCN(CC)CCNC(=O)NC(=O)c1ccc(Cl)cc1
  -1	3	93	6	99	.	0.5	3	-58	5
Cc1ccc(N2CCN(S(=O)(=O)c3ccc(F)cc3)CC2)c(C)c1
  .	-5	76	29	67	.	-2.7	5	-27	-2
NC(=S)NN=C1c2cc(S(=O)(=O)N3CCOCC3)ccc2-c2ccc(S(=O)(=O)N3CCOCC3)cc21
  .	-2	94	3	98	12	-2.4	2	-16	4
Cc1cccc(OCC(O)Cn2c(-n3nc(C)cc3C)nc3c2c(=O)[nH]c(=O)n3C)c1 (stereo not given)
  -1	0	102	7	90	.	-0.4	3	-27	14
Cc1ccc(S(=O)(=O)c2c(N)n(/N=C/c3ccco3)c3nc4ccccc4nc23)cc1C
  -1	7	89	8	87	-10	0.7	1	-90	2
CC1=NCC(C)c2c1[nH]c1ccccc21 (stereo not given)
  .	7	100	3	95	-44	-3.3	4	-70	-11
CCC(C)NS(=O)(=O)c1ccc(OCC(=O)Nc2ccc3c(c2)OCO3)cc1 (stereo not given)
  1	5	97	33	88	8	-0.3	1	-7	-8
COc1ccc(S(=O)(=O)N2CCC(C(=O)N3CCCCC3)CC2)cc1Cl
  0	9	91	8	90	-6	-2.0	5	-49	-4
O=C(Cc1ccccc1)NCCc1cccc(Cl)c1
  .	-7	94	8	102	52	-2.1	0	-1	-26
Oc1c(N=Nc2ccccn2)ccc2ccccc12
  .	19	1.8*	3	2.0*	2	-2.2	-8	96*	-12
O=C1c2cccc3cccc(c23)N1Cc1ccc(F)cc1
  4	6	88	21	96	.	-0.2	6	-33	-6
Cc1ccc(NC(=O)CSc2nc3ccccc3c3nc(CCc4c(C)n[nH]c4C)nn23)cc1F
  0	-8	64	4	59	82*	-3.1	1	-14	1
O=C(c1cc2c(=O)n3ccccc3nc2s1)N1CCOCC1
  0	12	79	14	92	-5	-1.8	3	-36	-24
CC(C)CC(=O)Nc1ccc(S(=O)(=O)NCc2ccco2)cc1
  2	0	90	4	99	7	-3.4	2	-6	-5
COC(=O)c1ccc(C(=O)OC)c(NC(=O)CN2CCN(c3ccc(OC)cc3)CC2)c1
  .	-13	93	11	93	-3	-1.7	2	-6	-3
Cc1ccc(-n2c(SCc3nc4ccccc4c(=O)[nH]3)nnc2-c2ccccc2O)cc1
  -13	1	86	6	86	8	-4.3	7	-7	-1
O=C(Nc1cccnc1)c1c(O)c2cccc3c2n(c1=O)CC3
  -1	-11	99	5	91	3	-1.1	5	-35	62*
COc1ccc(CCN2C(=O)NC(NC(=O)CCc3ccccc3)(C(F)(F)F)C2=O)cc1OC (stereo not given)
  -11	8	80	7	86	.	0.4	4	-26	3
O=C(Nc1cccc2nsnc12)c1ccc2c(c1)OCO2
  1	0	70	14	76	-10	-2.5	-1	-38	-18
COc1ccc(NC(=O)CC2SC(=NCC3CCCO3)NC2=O)cc1 (stereo not given)
  -8	1	94	11	94	.	-0.2	1	-22	0
Cn1c[n+](C)cc1/C=N/O
  .	0	104	19	99	-25	-0.7	0	-59	-4
Cc1cccc(C)c1N1C(=O)c2cccc([N+](=O)[O-])c2C1=O
  -1	3	92	2	92	.	-1.5	-1	2	8
CCC(C)(C)NC(=O)C(c1ccc(F)cc1)N(Cc1ccco1)C(=O)CCC(=O)Nc1ccccn1 (stereo not given)
  -2	5	92	11	82	-48	-1.4	4	-64	11
Cc1c(NC(=O)C2CCCCN2S(=O)(=O)c2ccc(Cl)cc2)c(=O)n(-c2ccccc2)n1C (stereo not given)
  0	3	92	16	84	.	-0.1	2	15	-7
Oc1ccc(Nc2nc(-c3cccs3)cs2)cc1
  -3	16	97	17	94	.	-1.8	-1	-2	-2
CCn1c(COc2ccc(Cl)cc2)nnc1SCc1ccc(C#N)cc1
  -2	-2	75	14	71	.	0.5	6	-24	8
CCn1c(=O)cc(NC2=NCC(C)CN2c2cccc(Cl)c2)n(C)c1=O (stereo not given)
  0	3	94	5	94	-61	-1.3	1	-3	-10
CCOC(=O)C1=NN(c2ccccc2C)C2=NC(C)=C(C(=O)OC)C(c3cccs3)N12 (stereo not given)
  .	15	100	5	96	-15	-3.4	8	-14	.
CCC(C)NC(=O)c1cc(Cl)ccc1OC (stereo not given)
  0	8	97	4	108	11	-0.5	4	-42	-13
Cc1ccccc1C(=O)NCCc1nnc(SCC(=O)Nc2nc(-c3ccccc3)cs2)n1C
  .	1	81	20	90	-20	-3.1	-3	-8	.
OC(COC(c1ccc(Cl)cc1)c1ccc(Cl)cc1)CN1CCN(c2ccccn2)CC1 (stereo not given)
  1	-4	17	12	18	-7	-3.7	7	-28	6
Cc1oc(/N=C/c2ccccc2O)c(C#N)c1C
  0	-11	94	6	93	-18	-0.8	-2	-45	-14

Further compounds:
Values run as follows: Phagocyt inh	GALR2 blocker	HCT116 bCat-KO	Measles CPE	PTEN del growth	E-sel TNF inh	MRP-1 activ	NPY-Y2 antag	Yeast growth inh	Yeast lifespan up
CCn1c(=O)cc(SCC(=O)N2CCC(C)CC2)c2ccccc21
  -2	4	77	14	70	28	-2.9	2	-33	-4
Cc1cc(C)n(CCCO)c(=O)c1C#N
  .	4	109	3	107	-21	0.5	3	-6	-5
CCN(CC)S(=O)(=O)c1ccc(N2CCOCC2)c(NC(=O)CCC2CCCCC2)c1
  3	-2	81	9	83	4	-5.1	2	-30	3
COc1cc(C2C(C#N)=C(N)OC3=C2C(=O)CCC3)cc(OC)c1OC(=O)N1CCOCC1 (stereo not given)
  0	-4	82	6	88	-7	-3.8	0	-29	-4
CC(=O)c1c(C)[nH]c(C(=O)OCC(=O)Nc2ncc(Cl)c(C)c2Cl)c1C
  0	-12	96	5	98	-8	-1.4	-1	-26	-6
COc1cc2cc(CN(CCN3CCCC3)C(=O)Nc3ccc(F)cc3)c(=O)[nH]c2cc1OC
  -1	-6	62	13	70	.	-1.5	2	-19	-20
Oc1ccc(-c2onc3ccc(Cl)cc23)cc1
  -1	16	105	3	97	59	-1.2	3	-18	-15
Cc1ccc(Cn2nnc3c(=O)n(CC(=O)N4CCN(c5ccccc5)CC4)cnc32)cc1
  .	24	75	8	71	-17	1.9	3	-56	-19
COc1cccc2cc(S(=O)(=O)c3ccccc3)c(=Nc3ccc4c(c3)OCCO4)oc12
  -3	2	89	22	91	.	-2.1	2	-34	3
O=C(Nc1ccc2c(c1)OCCO2)C1CCCN1S(=O)(=O)c1ccc(Cl)cc1 (stereo not given)
  -1	9	107	26	103	-4	-0.5	3	-60	-1
COc1ccc(OC)c(S(=O)(=O)Nc2ccc(Oc3ccccc3)cc2)c1
  0	1	85	8	71	-21	0.1	5	4	-16
Cc1ccc(CSCC(=O)NCc2cccnc2)cc1
  -8	2	98	2	93	.	-0.7	1	-4	5
NC(=O)CSc1nnc(-c2ccncc2)n1CCc1ccccc1
  -1	-4	86	3	90	-11	-3.2	-2	-31	-15
O=C(NCc1ccccn1)C1CCN(S(=O)(=O)c2cnc[nH]2)CC1
  -3	2	89	20	94	-39	-1.9	2	-29	3
c1ccc(-c2nnc3sc(-c4cc5ccccc5o4)nn23)cc1
  -1	9	99	10	108	2	1.9	13	-49	-5
CCOC(=O)CSc1ccc2nnc(-c3ccccc3)n2n1
  0	9	98	17	95	-25	-0.3	2	-87	-7
N#C/C(=C\c1cccc(NC(=O)c2ccccc2Cl)c1)C(=O)NCCc1ccccc1
  -2	7	1.2*	9	1.5*	.	-6.2	7	-38	2
COc1cc(/C=C(\NC(=O)c2ccccc2)C(=O)NCCO)c([N+](=O)[O-])cc1OC
  -2	3	94	28	93	-5	-0.7	0	-30	5
CC(C)CC(=O)Nc1ccc2c3c(cccc13)CC2
  -9	-15	92	3	91	-3	-0.8	2	-35	-3
CCOC(=O)C(NC(=O)c1ccc(F)cc1)(Nc1nnc(C)s1)C(F)(F)F (stereo not given)
  -3	-1	88	14	87	.	-0.8	2	-41	-4
Cc1ccc(C(C)C)c(OCC(=O)Nc2ccc(N3CCN(S(C)(=O)=O)CC3)cc2)c1
  -2	-9	78	12	75	-9	-3.5	1	-17	-2
COC(C(=O)Nc1ccc(F)cc1)c1ccccc1 (stereo not given)
  .	-3	97	6	95	18	-1.7	2	-41	.
